# Pf apPOL block = Pf-apPOL inhibitors, biochemical, fluorescence. Plasmodium falciparum apicoplast DNA polymerase (apPOL). Recombinant Pf-apPOL, molecular beacon fluorescence, 1.5 h. AID 1794808, 2022. 210,000 tested, 0.25% active. inhibition, % at 10 µM
# mHTT-CaM PPI inh = mutant huntingtin-calmodulin interaction inhibitors – biochemical, AlphaScreen, primary screen; P42858; AlphaScreen His-mHTT/GST-CaM binding, luminescence; inhibition, % at 15 µM; 190,000 tested, 3.6% active; AID 1671202, 2021;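 note: 0% = both proteins with DMSO and 100% = one protein alone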
# Target sequence (P42858 whole entry, looked up, stated change not applied): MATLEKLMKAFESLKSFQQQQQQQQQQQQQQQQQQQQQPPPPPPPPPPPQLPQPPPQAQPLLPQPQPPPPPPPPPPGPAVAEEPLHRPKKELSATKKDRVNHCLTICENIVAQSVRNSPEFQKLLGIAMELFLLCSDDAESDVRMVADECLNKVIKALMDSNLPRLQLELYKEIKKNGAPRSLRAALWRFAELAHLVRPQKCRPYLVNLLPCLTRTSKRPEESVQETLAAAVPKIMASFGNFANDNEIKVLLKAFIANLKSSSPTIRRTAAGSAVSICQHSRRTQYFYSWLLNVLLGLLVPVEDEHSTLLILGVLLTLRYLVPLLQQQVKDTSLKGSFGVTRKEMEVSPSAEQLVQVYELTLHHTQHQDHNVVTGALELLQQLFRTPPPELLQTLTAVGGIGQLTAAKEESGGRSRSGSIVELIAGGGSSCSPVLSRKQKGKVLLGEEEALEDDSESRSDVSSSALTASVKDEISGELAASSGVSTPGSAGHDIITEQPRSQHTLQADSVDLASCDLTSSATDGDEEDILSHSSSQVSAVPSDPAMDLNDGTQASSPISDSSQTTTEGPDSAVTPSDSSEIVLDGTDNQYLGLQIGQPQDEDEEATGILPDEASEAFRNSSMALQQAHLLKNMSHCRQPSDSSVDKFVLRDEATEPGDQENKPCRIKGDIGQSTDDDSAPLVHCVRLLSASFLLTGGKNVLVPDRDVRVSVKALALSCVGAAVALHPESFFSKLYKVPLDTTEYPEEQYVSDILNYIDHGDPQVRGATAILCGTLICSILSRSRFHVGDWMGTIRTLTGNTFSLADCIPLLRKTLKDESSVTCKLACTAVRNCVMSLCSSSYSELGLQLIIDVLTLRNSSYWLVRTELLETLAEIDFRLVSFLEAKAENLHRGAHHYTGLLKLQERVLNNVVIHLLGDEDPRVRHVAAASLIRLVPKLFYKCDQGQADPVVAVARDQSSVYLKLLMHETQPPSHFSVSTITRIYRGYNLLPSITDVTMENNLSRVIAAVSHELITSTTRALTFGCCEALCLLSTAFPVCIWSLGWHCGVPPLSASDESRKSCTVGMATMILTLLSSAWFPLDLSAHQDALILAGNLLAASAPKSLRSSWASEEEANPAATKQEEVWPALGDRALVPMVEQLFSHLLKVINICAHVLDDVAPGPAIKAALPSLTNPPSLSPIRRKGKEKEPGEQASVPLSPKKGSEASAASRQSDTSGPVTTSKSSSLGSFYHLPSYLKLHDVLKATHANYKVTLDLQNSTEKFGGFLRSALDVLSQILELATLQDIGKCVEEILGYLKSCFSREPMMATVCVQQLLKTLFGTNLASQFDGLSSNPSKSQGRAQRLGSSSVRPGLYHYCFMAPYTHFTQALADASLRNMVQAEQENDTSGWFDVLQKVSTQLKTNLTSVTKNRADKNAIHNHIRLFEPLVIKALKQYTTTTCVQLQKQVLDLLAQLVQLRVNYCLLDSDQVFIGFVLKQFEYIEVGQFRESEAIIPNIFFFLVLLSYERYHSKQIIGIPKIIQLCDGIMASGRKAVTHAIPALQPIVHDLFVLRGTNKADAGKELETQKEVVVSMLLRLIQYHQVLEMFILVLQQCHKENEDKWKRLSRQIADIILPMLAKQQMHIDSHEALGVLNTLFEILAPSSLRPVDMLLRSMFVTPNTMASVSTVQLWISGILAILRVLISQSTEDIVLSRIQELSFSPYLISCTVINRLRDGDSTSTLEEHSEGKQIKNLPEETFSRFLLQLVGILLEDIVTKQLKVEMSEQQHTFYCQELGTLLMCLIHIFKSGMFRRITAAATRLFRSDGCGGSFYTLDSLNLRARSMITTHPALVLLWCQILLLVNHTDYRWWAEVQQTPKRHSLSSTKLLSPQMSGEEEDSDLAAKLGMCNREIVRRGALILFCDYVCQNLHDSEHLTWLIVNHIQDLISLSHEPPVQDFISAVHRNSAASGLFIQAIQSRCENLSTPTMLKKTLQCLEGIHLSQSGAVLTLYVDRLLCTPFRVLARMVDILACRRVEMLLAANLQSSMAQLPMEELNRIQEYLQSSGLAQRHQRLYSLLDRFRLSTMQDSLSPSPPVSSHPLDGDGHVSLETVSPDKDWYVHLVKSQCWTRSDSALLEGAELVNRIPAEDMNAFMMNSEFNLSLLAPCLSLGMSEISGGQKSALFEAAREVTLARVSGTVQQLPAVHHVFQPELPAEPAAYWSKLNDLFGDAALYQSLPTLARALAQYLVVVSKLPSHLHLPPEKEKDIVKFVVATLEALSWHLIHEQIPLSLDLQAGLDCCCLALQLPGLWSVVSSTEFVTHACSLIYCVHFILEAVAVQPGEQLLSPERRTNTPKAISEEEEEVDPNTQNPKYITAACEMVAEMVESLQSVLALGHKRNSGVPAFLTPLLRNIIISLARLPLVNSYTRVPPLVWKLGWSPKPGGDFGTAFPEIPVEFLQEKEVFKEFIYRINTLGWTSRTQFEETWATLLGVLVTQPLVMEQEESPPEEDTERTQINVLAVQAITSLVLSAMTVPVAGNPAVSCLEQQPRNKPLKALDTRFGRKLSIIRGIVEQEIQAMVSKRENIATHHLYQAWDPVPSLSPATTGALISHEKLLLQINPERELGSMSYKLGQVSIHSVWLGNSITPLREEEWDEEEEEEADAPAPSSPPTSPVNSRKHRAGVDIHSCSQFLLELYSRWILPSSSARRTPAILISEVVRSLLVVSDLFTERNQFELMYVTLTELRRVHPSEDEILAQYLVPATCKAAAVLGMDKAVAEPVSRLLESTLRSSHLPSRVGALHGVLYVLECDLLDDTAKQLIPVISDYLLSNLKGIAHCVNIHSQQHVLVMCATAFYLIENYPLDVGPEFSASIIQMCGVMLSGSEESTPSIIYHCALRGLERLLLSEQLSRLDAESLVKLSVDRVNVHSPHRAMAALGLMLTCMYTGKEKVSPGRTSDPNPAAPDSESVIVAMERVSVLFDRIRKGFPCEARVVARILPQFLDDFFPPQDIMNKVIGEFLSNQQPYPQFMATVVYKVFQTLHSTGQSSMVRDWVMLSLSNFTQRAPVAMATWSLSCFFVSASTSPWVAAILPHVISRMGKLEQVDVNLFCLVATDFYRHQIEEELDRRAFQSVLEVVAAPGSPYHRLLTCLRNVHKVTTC
# An asterisk follows results filed as active; x = not tested or not shown; & = joins results of further samples. Cut-off read from the data, not from the text of the source: active = inhibition above about 50%; inactive = the rest.
mol,Pf apPOL block,mHTT-CaM PPI inh
COc1ccc(-c2nc(C3CN(C(=O)c4cc(F)cc(F)c4)C3)no2)cc1,-2,-7
Cc1cc(NC(=O)CN(C)S(=O)(=O)c2cccs2)n[nH]1,0,-1
Clc1ccc(OCCCn2ccnc2)c(Br)c1,-8,7
COc1cccc(CNC(=O)N2CCC(n3c(-c4ccco4)nc4cccnc43)C2)c1 (stereo not drawn),-3,26
O=C(CCCc1ccccc1)NCc1ccc(Cl)cc1,-4,-23
CC(=O)N1CCc2cc(N3CC(C(=O)NCc4ccccc4Cl)CC3=O)ccc21 (stereo not drawn),-6,2
Cc1ccc(NS(=O)(=O)c2ccc3nc(-c4ccccc4)[nH]c3c2)cc1C,2,3
COc1ccc(C2C(C(=O)Nc3ccc(C)cc3C)=C(C)Nc3nnnn32)c(OC)c1 (stereo not drawn),-1,6
CCOc1ccccc1Nc1cc(C(=O)OC)nc2ccccc12,-1,-6
COCCNC(=O)c1ccn2c(-c3cccc(Cl)c3)nnc2c1,-4,-9
CC[n+]1ccccc1/C=C/N(C(C)=O)c1ccccc1,-4,4
N#Cc1ccccc1NC(=O)c1ccc(C(=O)c2ccccc2)cc1,-2,2
CC(=O)N1CCc2cc(N3CC(C(=O)Nc4ccc(F)cc4C)CC3=O)ccc21 (stereo not drawn),0,-6
O=C(NCCCCc1ccccc1)c1ccc(F)cc1,3,-12
CCCCN(C)S(=O)(=O)c1cc(C(=O)Nc2ccccc2OCC)ccc1F,-2,-32
COc1ccc(N(CC(=O)Nc2ccc(F)cc2F)S(=O)(=O)c2ccccc2)cc1Cl,-2,18
O=C1S/C(=C\c2ccc3c(c2)OCO3)C(=O)N1CNc1cccc(Br)c1,-3,-5
CCCN1CCC(N2CCN(c3ccc(C(C)=O)cc3)CC2)CC1,46,10
c1coc(CNCC2OCc3ccccc3CO2)c1,-3,2
COc1ccc(S(=O)(=O)Nc2cnc3ccccc3c2)cc1OC,-3,-2
Cc1ccc(C2CN(C(=O)c3ccc(Cl)cc3)CC2C(=O)NCC(C)C)cc1 (stereo not drawn),-5,3
O=C(c1cnc2ccccn12)C(F)(F)Sc1ccccc1,-2,x
CCOC(=O)c1oc2c(CN3CCN(C)CC3)c(O)ccc2c(=O)c1-c1ccc(OC)cc1,-1,3
O=C(NCCc1csc(-c2cccc(F)c2)n1)C(=O)NCc1cccs1,-9,-5
O=C(c1cnn2c(-c3ccc(Cl)cc3)ccnc12)N1CCCC1,-2,-6
COc1ccc(/C=C2/N=C(c3cccc([N+](=O)[O-])c3)OC2=O)c(OC)c1,-2,10
CCCNC(=O)c1c[nH]c2ccc(S(=O)(=O)N3CCc4ccccc4C3)cc2c1=O,-1,3
O=S(=O)(Nc1ccc(O)c(Cl)c1)c1cccs1,-3,-3
Cc1ccc(C(=O)N2CCN(c3cccc(C)c3C)CC2)cc1[N+](=O)[O-],6,-2
O=C(C1=C(O)C(=O)N(CCCN2CCOCC2)C1c1ccc(F)cc1)c1cccs1 (stereo not drawn),-2,4
O=C(C1CCC1)N1CCC(CCOc2cccc(F)c2)CC1,-2,-9
CC(O)(CCc1ccccc1)CNC(=O)C(=O)NCc1ccc(Cl)cc1 (stereo not drawn),-12,-13
CCC(C)NC(=O)C1CCN(c2ncccc2-c2nc(-c3ccccc3)no2)CC1 (stereo not drawn),2,-14
Cc1cccc(C=C2Oc3cc(OS(C)(=O)=O)ccc3C2=O)c1,-7,22
Cn1cc(CC(=O)NCCN2CCOCC2)c2ccccc21,-5,-7
Cc1noc(-c2ccc3c(c2)OCO3)c1C(=O)NC(C)c1ccccc1 (stereo not drawn),1,-3
Cc1ccc(OCC(=O)Nc2ccc(NC(=O)c3ccco3)cc2)c(C)c1,5,3
CC1CCCN(C(=O)c2cccc(Cl)c2)C1 (stereo not drawn),-7,-8
COCCNC(=O)c1c[nH]n2c(=O)c(Cc3ccc(Cl)cc3)c(C)nc12,-19,27
Cc1ccc(NC(=O)c2c(O)c3cccnc3n(-c3ccccc3)c2=O)cc1C,-3,-9
OCC1NCC(O)C(O)C1O (stereo not drawn),3,x
CCn1c(C2CCN(C(=O)NCc3ccc(C)cc3)C2)nc2cccnc21 (stereo not drawn),-5,2
COC(=O)c1ccc(NC(=O)C(c2ccccc2)n2cccc2)cc1 (stereo not drawn),0,76*
CCNc1nc(C23CC4CC(CC(C4)C2)C3)cs1,-3,-1
CC12CCCCC1c1ccccc1/C(=C/C(N)=O)N2 (stereo not drawn),3,22
CCc1cccc(NC(=O)CN(C)S(=O)(=O)c2ccc(Br)s2)c1,4,-4
O=[N+]([O-])c1cccc(C(O)(c2ccccc2)c2ccccc2)c1,-5,14
Cc1cccc(NC(c2ccccc2F)c2ccc3cccnc3c2O)n1 (stereo not drawn),-13,99*
COc1ccc(NC(=O)CSc2n[nH]c(C)c2[N+](=O)[O-])c(OC)c1,-10,6
CC1CN=C2C(N3CCN(C(=O)Cc4c(F)cccc4Cl)CC3)=NC=CN21 (stereo not drawn),-10,11
COc1ccc(-c2cc3nc4c(c(=O)n3[nH]2)CN(C(=O)c2n[nH]c3c2CCCC3)CC4)cc1,6,12
Cc1ccc(N2C(=O)C3C4C=CC(CC4)C3C2=O)cc1Br (stereo not drawn),0,-8
O=C(Oc1ccc2c(c1)OC(=Cc1cc(Cl)cc3c1OCOC3)C2=O)c1ccco1,3,17
O=c1c(C=Nc2ccc([N+](=O)[O-])cc2)c(C(F)(F)F)[nH]n1-c1ccc([N+](=O)[O-])cc1,-3,0
CC(=O)c1cccc(Nc2c3c(nc4ccccc24)CCC3)c1,-3&0,3&16
O=c1cc(CN2CCN(c3ccccc3F)CC2)c2c(ccc3ccccc32)o1,2,-7
CC1=C(C(=O)Nc2ccccn2)C(c2cccnc2)n2nnnc2N1 (stereo not drawn),7,-5
COC(C(=O)Nc1ccccc1C(=O)NC(C)C)c1ccccc1 (stereo not drawn),1,-4
O=C(Cc1ccc(F)cc1)N1CCOC(c2ccc(C(F)(F)F)cc2)C1 (stereo not drawn),-5,-14
O=C(NCC1CCCO1)N1CCc2nc3cc(-c4ccccc4Cl)[nH]n3c(=O)c2C1 (stereo not drawn),3,5

# Next section.
mol,Pf apPOL block,mHTT-CaM PPI inh
O=C(c1cccnc1)N1CCN(S(=O)(=O)c2ccc([N+](=O)[O-])cc2)CC1,2,4
COc1ccc(Cl)cc1S(=O)(=O)N1CC2CC1CC2NC(=O)c1ccccc1 (stereo not drawn),-2,6
COc1ccccc1[C@@H]1C(c2ccccc2)=NN(c2ccccc2)[C@H]1C(=O)N1CCOC1=O,-3,-53
COc1ccc(-c2c(C#N)sc(C(N)=O)c2-c2ccc(OC)cc2)cc1,-6&-7,x
COc1ccc(NC(=O)C2CCc3nc(N4CCOCC4)ncc3C2)cc1C(F)(F)F (stereo not drawn),-4,9
CCNC(=O)N1CCCN(Cc2ccccn2)CC1,-8,4
O=C(O)C1CCCCC1C(=O)NCCc1csc(-c2cccnc2)n1 (stereo not drawn),-2,-24
CCOC(=O)Nc1ccc2c(c1)CN(C(=O)c1cccs1)CC2,-38,2
O=S(=O)(c1ccc(Cl)cc1)n1ccc(-c2ccc(Br)s2)n1,-7,x
Cc1ccccc1OCC(=O)Nc1nccs1,-2,-6
COc1ccc(NC(=O)CSc2nccn2C)cc1,4,-2
COc1ccc(CCNC(=O)c2sc3nc(-c4ccccc4)cn3c2C)cc1OC,3,7
COC(=O)c1ccc(NC(=O)CN2CCC(c3nnc(C(C)C)o3)CC2)cc1,-6,-12
CCc1ccc(NC(=O)N2CCCC(C)(C(=O)NCc3ccc(C)cc3)C2)cc1 (stereo not drawn),0,0
COc1ccc(CC(=O)N2CCCC2c2ccccc2F)cc1 (stereo not drawn),-4,4
CC(C(=O)NC1CCCCC1)C1CCN(S(=O)(=O)c2cccs2)CC1 (stereo not drawn),4,-14
CCS(=O)(=O)Nc1ccc(C2(C(=O)NCc3ccccc3)CCCCC2)cc1,5,-5
Cc1cc(C)n2c(Nc3ccc4c(c3)OCCO4)c(-c3cccs3)nc2n1,0,18
CCC(C)n1c(SCc2cc(=O)n3ccccc3n2)nc2ccsc2c1=O (stereo not drawn),0,20
CC(C)c1cccc(NC(=O)C2CC(=O)N(c3cccc(NC(=O)C4CCC4)c3)C2)c1 (stereo not drawn),-3,10
O=C(Nc1ccccc1)c1csc(-c2ccc(N3CCCC3)nc2)n1,-1,-2
O=C(O)c1ccccc1-c1nc2ccc([N+](=O)[O-])cc2s1,-9,4
CCn1cc(S(=O)(=O)N2CCc3ccccc3C2)c2cccnc21,19,15
COCCN1CCC(N2CCCN(S(=O)(=O)c3ccc(F)cc3)CC2)C1=O (stereo not drawn),-4,4
O=C1NC(=O)/C(=C/c2cc(Cl)c(OCc3ccc(F)cc3)c(Cl)c2)N1,-3,42
CCOC1CCc2oc(-c3ccsc3)c(C#CC(C)(C)O)c21 (stereo not drawn),0,11
O=C(Nc1c2c(nn1-c1ccc(Cl)cc1)CS(=O)(=O)C2)c1cc(Cl)ccc1[N+](=O)[O-],-5,-1
C=C(C)CSC1=C(C#N)C(c2cc(Br)c(O)c(OC)c2)CC(=O)N1 (stereo not drawn),-13,7
O=C(OCc1cn([C@H]2C[C@H](c3ccc(Cl)cc3)N(Cc3cccs3)C[C@@H]2O)nn1)c1ccccc1,-2,34
COCCCNC(=O)c1cccc(C2CCCN(C(=O)Nc3ccccc3)C2)c1 (stereo not drawn),6,-1
CC1CCCC(NC(=O)C2(C)CCC(=O)N2Cc2ccccc2Cl)C1C (stereo not drawn),-9,-3
COc1cccc(CNC(=O)C2(C)CCCN(C(=O)Nc3cc(OC)ccc3OC)C2)c1 (stereo not drawn),-5,0
COc1ccc(OCC(O)CNc2ccc(C)cc2)cc1 (stereo not drawn),1,19

# An excerpt of these results, with two lines to a compound:
# Below each SMILES – Pf apPOL block | mHTT-CaM PPI inh
> COc1ccc(-c2nc(C3CN(C(=O)c4cc(F)cc(F)c4)C3)no2)cc1
 : -2 | -7
> Cc1cc(NC(=O)CN(C)S(=O)(=O)c2cccs2)n[nH]1
 : 0 | -1
> Clc1ccc(OCCCn2ccnc2)c(Br)c1
 : -8 | 7
> COc1cccc(CNC(=O)N2CCC(n3c(-c4ccco4)nc4cccnc43)C2)c1 (stereo not drawn)
 : -3 | 26
> O=C(CCCc1ccccc1)NCc1ccc(Cl)cc1
 : -4 | -23
> CC(=O)N1CCc2cc(N3CC(C(=O)NCc4ccccc4Cl)CC3=O)ccc21 (stereo not drawn)
 : -6 | 2
> Cc1ccc(NS(=O)(=O)c2ccc3nc(-c4ccccc4)[nH]c3c2)cc1C
 : 2 | 3
> COc1ccc(C2C(C(=O)Nc3ccc(C)cc3C)=C(C)Nc3nnnn32)c(OC)c1 (stereo not drawn)
 : -1 | 6
> CCOc1ccccc1Nc1cc(C(=O)OC)nc2ccccc12
 : -1 | -6
> COCCNC(=O)c1ccn2c(-c3cccc(Cl)c3)nnc2c1
 : -4 | -9
> CC[n+]1ccccc1/C=C/N(C(C)=O)c1ccccc1
 : -4 | 4
> N#Cc1ccccc1NC(=O)c1ccc(C(=O)c2ccccc2)cc1
 : -2 | 2
> CC(=O)N1CCc2cc(N3CC(C(=O)Nc4ccc(F)cc4C)CC3=O)ccc21 (stereo not drawn)
 : 0 | -6
> O=C(NCCCCc1ccccc1)c1ccc(F)cc1
 : 3 | -12
> CCCCN(C)S(=O)(=O)c1cc(C(=O)Nc2ccccc2OCC)ccc1F
 : -2 | -32
> COc1ccc(N(CC(=O)Nc2ccc(F)cc2F)S(=O)(=O)c2ccccc2)cc1Cl
 : -2 | 18
> O=C1S/C(=C\c2ccc3c(c2)OCO3)C(=O)N1CNc1cccc(Br)c1
 : -3 | -5
> CCCN1CCC(N2CCN(c3ccc(C(C)=O)cc3)CC2)CC1
 : 46 | 10
> c1coc(CNCC2OCc3ccccc3CO2)c1
 : -3 | 2
> COc1ccc(S(=O)(=O)Nc2cnc3ccccc3c2)cc1OC
 : -3 | -2
> Cc1ccc(C2CN(C(=O)c3ccc(Cl)cc3)CC2C(=O)NCC(C)C)cc1 (stereo not drawn)
 : -5 | 3
> O=C(c1cnc2ccccn12)C(F)(F)Sc1ccccc1
 : -2 | x

# Assay outcomes as filed in PubChem.

# Not a hit list. Share with any hit: about 3.5%.
